CCR6 antagonist: CCR6 receptor antagonists, primary screen, cell-based, CHO-K1, luminescence, beta-arrestin, uHTS; 340,000 tested, 0.49% active; inhibition, % at 20 µM; C-C chemokine receptor type 6 (Homo sapiens), P51684; CHO-K1 CCR6 PathHunter beta-arrestin, CCL20-stimulated;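 active = compounds whose inhibition of the agonist-driven luminescence signal at 20 µM reaches about 50%, limit read from the data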;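 note: cells stimulated with CCL20 at 14 nM final; plate controls were DMSO with CCL20 for no effect and DMSO without agonist for full effect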
Target sequence (P51684 whole entry, looked up): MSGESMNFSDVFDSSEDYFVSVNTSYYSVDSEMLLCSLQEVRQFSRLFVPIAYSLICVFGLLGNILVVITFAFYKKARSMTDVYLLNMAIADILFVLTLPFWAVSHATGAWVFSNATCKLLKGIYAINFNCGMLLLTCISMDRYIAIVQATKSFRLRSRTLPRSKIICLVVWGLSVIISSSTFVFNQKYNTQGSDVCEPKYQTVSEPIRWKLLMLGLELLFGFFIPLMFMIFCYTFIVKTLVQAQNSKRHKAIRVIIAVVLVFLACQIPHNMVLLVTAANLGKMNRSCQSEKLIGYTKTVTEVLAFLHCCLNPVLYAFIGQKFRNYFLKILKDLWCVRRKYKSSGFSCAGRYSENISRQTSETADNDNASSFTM
Jurkat NFkB inh: inhibitors of induced NF-kB luciferase reporter, primary screen, TCR NF-kB activation inhibitor project, cell-based, luminescence, uHTS | inhibition, % at 4 µM | AID 435003, 2010 | 330,000 tested, 0.53% active | Jurkat, PMA/ionomycin-induced NF-kB luciferase reporter; in the data active = inhibition above about 50%
EBI2 antag: EBI2 receptor antagonists, beta-arrestin recruitment, primary screen, cell-based, luminescence, 7a,25-OHC stimulation, uHTS | 7a,25-OHC stimulated | inhibition, % at 5 µM | 360,000 tested, 0.81% active | AID 651636, 2012; in the data active = inhibition above about 38%;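 note: enzyme fragment complementation signal reports receptor beta-arrestin coupling in cells; 0% = agonist plus DMSO wells and 100% = wells without agonist; some results beyond the cut were filed as inactive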
Gli-Sufu block: Gli-Sufu pathway antagonists, primary screen, luciferase luminescence, Sufu-KO-LIGHT cells, uHTS; 340,000 tested, 0.74% active; inhibition, % at 5 µM; Sufu-KO-LIGHT fibroblasts, Gli luciferase reporter luminescence; AID 588413, 2011;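 active = inhibition above about 55%, limit read from the data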;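 note: 0% = DMSO-treated cells and 100% = wells with medium but no cells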
UPR XBP1 act: activators of adaptive XBP1 UPR arm, primary screen, cell-based, CHO-XBP1 luciferase reporter, luminescence, uHTS; IRE1-XBP1 UPR activation; percent of tunicamycin response, DMSO as zero; AID 463104, 2010; 330,000 tested, 0.33% active; activation, % at 20 µM;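 active = versus positive control, 20 µM dose yields 30% or more activation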;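 note: 100% = tunicamycin at 10 µg/mL and 0% = DMSO only wells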
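Assay system: IRE1-XBP1 luciferase reporter CHO line. Input: 1000 cells/well. Buffer or medium: F12 with 10% serum. Doses: 20 µM, 1% DMSO. Times: overnight seeding at 37 °C, 6 h compound treatment at 37 °C. Technique: Steady-Glo luciferase glow luminescence, 10 min after reagent addition.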
Mdm2 MdmX PPI: inhibitors of human Mdm2-MdmX association, primary screen, cell-based, luminescence, split luciferase, SaOS-2, uHTS | 330,000 tested, 3% active | SaOS-2 split-luciferase Mdm2/MdmX complementation | inhibition, % at 8 µM | Protein Mdm4 (Homo sapiens) + E3 ubiquitin-protein ligase Mdm2 (Homo sapiens), …;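 active = inhibition of at least 50% at 8 µM in the primary screen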
CXCR6 block: CXCR6 receptor inhibitors, primary screen, cell-based, beta-arrestin, luminescence, CHO-K1 PathHunter, 1536-well; AID 602244, 2012; 360,000 tested, 0.36% active; C-X-C chemokine receptor type 6 (Homo sapiens), O00574; inhibition, % at 20 µM; in the data active = inhibition above about 34%, passing the limit was not always enough;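 note: antagonist mode with CXCL16 agonist at 10 nM final; 0% = 10 nM CXCL16 with DMSO and 100% = unstimulated wells without agonist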
Target sequence (O00574 whole entry, looked up): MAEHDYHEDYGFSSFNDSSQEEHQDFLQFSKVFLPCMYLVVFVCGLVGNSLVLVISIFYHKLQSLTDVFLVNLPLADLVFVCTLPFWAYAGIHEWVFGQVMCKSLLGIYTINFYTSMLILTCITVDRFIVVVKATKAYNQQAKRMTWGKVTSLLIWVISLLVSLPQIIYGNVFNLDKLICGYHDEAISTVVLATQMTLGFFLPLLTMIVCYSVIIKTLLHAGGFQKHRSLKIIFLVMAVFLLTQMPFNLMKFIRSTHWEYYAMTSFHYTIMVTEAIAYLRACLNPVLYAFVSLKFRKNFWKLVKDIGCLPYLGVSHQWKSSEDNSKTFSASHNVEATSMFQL
CHOP UPR activ: activators of apoptotic CHOP UPR arm, primary screen, cell-based, CHO-CHOP luciferase reporter, luminescence, uHTS. UPR activation; percent of tunicamycin response over DMSO baseline. activation, % at 10 µM. 330,000 tested, 0.34% active. AID 449763, 2010;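 active = at 10 µM dose, activation of 40% or more, normalized to positive control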;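 note: 100% = tunicamycin at 10 µg/mL and 0% = DMSO alone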
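Assay system: CHO cells with stable CHOP pathway luciferase reporter; Buffer or medium: F12 plus 10% serum; Times: 16-18 h cell attachment, then 6 h compound exposure, 37 °C; Signal: luciferase luminescence; Read-out basis: percent activation relative to tunicamycin control; Control set: tunicamycin high control, DMSO low control.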
697 NFkB inh: inhibitors of PMA/ionomycin-induced NF-kB reporter, 697 cells, primary screen, B-cell NF-kB inhibitor project, cell-based, luminescence, uHTS. inhibition, % at 4 µM. 330,000 tested, 0.33% active. 697 B-cell NF-kB luciferase reporter, 16 h. AID 435022, 2010; in the data active = inhibition above about 35%
* marks the source's active call; other numbers are inactive results; x = no result given.

canonical_smiles	CCR6 antagonist	Jurkat NFkB inh	EBI2 antag	Gli-Sufu block	UPR XBP1 act	Mdm2 MdmX PPI	CXCR6 block	CHOP UPR activ	697 NFkB inh
O=C(CN1CCCCC1)c1ccc(OC(F)F)cc1	3	-3	-2	8	0	-16	-6	1.7	3
COC(=O)C1=C(c2ccc(F)cc2F)C[C@@H]2CC[C@H]1N2C(=O)NCc1ccc(C(F)(F)F)cc1	7	-18	24	-8	-3	14	7	-0.3	-6
N#CC12CNCC1CN=N2 (stereo not drawn)	5	x	-7	1	x	x	3	x	x
C[C@]12C=CC(=O)C=C1CC[C@@H]1[C@@H]2CC[C@]2(C)C(=O)CC[C@@H]12	-1	x	-12	7	x	x	-3	x	x
COc1ccc(Cc2c(O)[nH]c(=O)[nH]c2=O)c(OC)c1	15	1	8	6	1	-4	-16	0.5	13
O=Cc1cn(Cc2c(F)cccc2Cl)c2ccccc12	8	16	10	-12	-2	19	8	1.0	6
CCC(=NCc1cccnc1)c1c(O)n(C2CCCCC2)c(=O)[nH]c1=O	-14	-1	-10	7	0	-19	-10	0.7	0
CCOP(=S)(OCC)SCOC(=O)NCC(=O)OC	-7	-14	-9	5	0	-18	-12	0.9	-14
O=C(CSc1ccccc1)N1CCC2(CC1)OCCO2	0	-32	10	-29	-1	-24	4	2.1	-25
Cc1ccccc1CN1Cc2cnnn2-c2ccccc2C1C#N (stereo not drawn)	16	x	-19	-2	x	x	-2	x	x
Cc1ccc2occ(CN3CC4CC(C3)c3cccc(=O)n3C4)c(=O)c2c1 (stereo not drawn)	12	6	-8	6	-7	17	4	-0.1	11
COC(=O)C1=C(c2cc3ccccc3o2)C[C@@H]2CC[C@H]1N2C(=O)N1CCOCC1	0	29	-12	-3	3	45	-7	-1.6	-19
CCCN1CCC(NC2CCC(O)CC2)CC1 (stereo not drawn)	2	-20	3	-12	-5	11	-13	-1.0	-8
O=C(c1ccncc1)C12CN3CN(CN(C3)C1)C2	3	-31	-3	-13	0	-5	-7	0.9	-27
COc1ccc(-c2csc(NC(=O)COC(=O)Cc3ccccc3)n2)cc1OC	x	7	x	x	2	21	x	-0.6	-7
CCOc1ccccc1-n1c(O)c(C=NCc2ccc3c(c2)OCO3)c(=O)[nH]c1=O	7	5	2	3	-4	-25	0	-0.5	4
Cc1ncc([N+](=O)[O-])n1CCOc1nonc1N	-5	5	-9	2	1	11	-3	0.8	13
COc1ccc(NC(=O)N2C[C@@H]3C[C@@H](C2)c2cccc(=O)n2C3)c(OC)c1	1	18	-1	-2	0	3	0	-1.0	5
CC(C)[C@@]1(NC(=O)[C@@H]2C[C@@H]3c4cccc5[nH]cc(c45)C[C@H]3N(C)C2)O[C@@]2(O)[C@@H]3CCCN3C(=O)[C@H](Cc3ccccc3)N2C1=O	22	-8	-1	2	-9	37	12	-0.7	-4
Cc1[nH]c2ccccc2c1CN1CCCCC1	-13	x	-2	5	x	x	-12	x	x
COC(=O)c1cccc(NC(=O)N2C[C@H]3C[C@@H](C2)c2cccc(=O)n2C3)c1	-7	-3	-1	9	4	11	2	1.5	21
Cc1ccsc1CNCCc1ccc(F)cc1	7	-3	-3	9	-4	-2	2	0.4	9
C[C@]12CCC(=O)C[C@@H]1CC[C@@H]1[C@@H]2CC[C@]2(C)[C@@H](O)CC[C@@H]12	13	-1	10	9	-1	8	1	-2.5	-2
O=C1N(c2nncs2)CCN1[N+](=O)[O-]	4	11	-11	7	1	7	3	-0.8	20
CC/C(=N\Nc1ccccc1)c1c(O)n(C)c(=O)n(C)c1=O	3	15	-6	3	0	-3	-2	0.4	2

Continued:
canonical_smiles	CCR6 antagonist	Jurkat NFkB inh	EBI2 antag	Gli-Sufu block	UPR XBP1 act	Mdm2 MdmX PPI	CXCR6 block	CHOP UPR activ	697 NFkB inh
C=CCN(CC=C)C(=O)CCN1CC1C (stereo not drawn)	5	x	-5	3	x	x	-3	x	x
CNS(=O)(=O)c1ccc(-c2ccc(C=C3C(=O)NC(=O)NC3=O)o2)cc1	-1	2	4	-6	-1	4	-7	-2.2	-2
Oc1ccc2c3c1O[C@H]1c4[nH]c5ccccc5c4C[C@@]4(O)C(C2)N(CC2CC2)CC[C@]314	x	16	x	x	-6	9	x	-0.1	8
CCCc1[nH]nc2c1C1(C(=O)N(Cc3ccccc3)c3ccccc31)C(C(=O)OC)=C(N)O2 (stereo not drawn)	11	9	11	1	-2	14	-4	-2.1	24
CC(=O)OC1N=C(c2ccc(Cl)cc2)c2cc(Br)ccc2NC1=O (stereo not drawn)	6	6	-2	-3	-1	32	11	0.4	8
C/C(=N\NC(=O)c1ccccc1O)c1c(O)n(Cc2ccccc2)c(=O)[nH]c1=O	25	0	5	2	0	20	16	0.9	11
O=C(Cc1cccc(C(F)(F)F)c1)N1CCN(CC(=O)N2CCCC2)CC1	-4	3	-8	-9	-1	-14	0	-0.5	-3
O=c1c([N+](=O)[O-])cn(O)cc1[N+](=O)[O-]	-2	x	-2	17	x	x	-1	x	x
COc1cc(C(O)CN)ccc1O (stereo not drawn)	-1	0	3	0	-9	33	11	2.5	11
CC(=NCCN(C)C)c1c(O)n(Cc2ccccc2)c(=O)[nH]c1=O	11	-2	-14	2	-2	3	4	-0.2	7
COc1c(C)cc(C(=O)C2CCCN(Cc3ccccn3)C2)cc1C (stereo not drawn)	16	-19	-1	38	-3	32	-6	-1.7	-42
CN1c2ccccc2Oc2ccccc21	9	1	-13	4	1	1	-16	0.7	-10
Cc1ccc2cc3cc(C(=O)N4CCC5(CC4)OCCO5)oc3nc2c1	4	-5	18	-19	6	8	-15	2.5	-14
CCCC[N+]12CCC(CC1)C(C(O)(c1ccccc1)c1ccccc1)C2 (stereo not drawn)	13	8	1	0	1	2	9	1.7	9
C=C(C)[C@@H]1C2C(=O)O[C@H]1[C@H]1OC(=O)[C@@]34OC3C[C@]2(O)[C@@]14C (stereo partly drawn)	11	-8	-2	-8	-1	-18	2	0.7	-4
COC(=O)[C@@H]1C[C@]2(C(=O)O)c3ccccc3N(OOSc3ccccc3)[C@@H]2N1C(=O)OC	-8	11	-9	-8	1	-13	-6	0.0	17
COc1ccc(-n2c(CN3CCOCC3)nc3ccccc3c2=O)c(OC)c1	3	-16	-8	7	-3	10	7	-1.6	6
CN(C)c1ccc(NC(=O)CN2C(=O)CN=C(c3ccccc3)c3cc(Cl)ccc32)cc1	20	-21	-3	-4	-4	8	0	-4.0	-4
FC(F)(F)c1ccc(CNCCc2c[nH]c3ccccc23)cc1	2	-2	4	-2	-2	6	-27	0.8	5
COC(=O)C1=C(N)Oc2cc(C)oc(=O)c2C12C(=O)Nc1ccccc12 (stereo not drawn)	-1	-9	2	-6	2	11	-2	-0.2	-9
CCN(CC)CCN=Cc1c(O)n(C2CCCCCC2)c(=O)[nH]c1=O	-3	-9	3	-5	-1	18	6	1.4	-3
CN(C)S(=O)(=O)c1cc(NC(=O)COC(=O)Cc2ccccc2)ccc1Cl	3	11	-17	-9	3	-13	-9	-1.5	11
O=C1NC(=S)NC(=O)C12C(c1ccc(F)cc1)NC(=S)NC2c1ccc(F)cc1 (stereo not drawn)	14	-11	1	5	0	4	4	-1.9	7
CC(=NCCN1CCCCC1)c1c(O)[nH]c(=O)[nH]c1=O	-15	11	0	0	2	9	-2	0.0	5
CCC(=Nc1ccccc1NC(C)=O)c1c(O)n(C)c(=O)n(C)c1=O	-4	4	-12	5	-1	-9	-3	-1.0	21

The results go on:
canonical_smiles	CCR6 antagonist	Jurkat NFkB inh	EBI2 antag	Gli-Sufu block	UPR XBP1 act	Mdm2 MdmX PPI	CXCR6 block	CHOP UPR activ	697 NFkB inh
O=C1NC(=O)N(c2ccccc2F)C(=O)/C1=C/c1ccc(Sc2nc3ccccc3[nH]2)o1	10	x	5	9	x	x	0	x	x
O=c1c2ccccc2nc(/C=C/c2ccc3c(c2)OCO3)n1-c1ccccc1	21	1	16	-10	2	20	8	0.4	-11
Cn1cc(C(O)CN2CCCCC2)c2ccccc21 (stereo not drawn)	-2	-10	-3	4	-2	-3	4	-1.2	-23
CC(C)n1c(=O)c(C=Nc2ccc(S(N)(=O)=O)cc2)c(O)n(Cc2ccco2)c1=O	-4	-9	-11	3	1	9	-1	-2.6	2
CN1CCN(c2ccc(N)c(N3CCN(C)CC3)c2)CC1	16	-11	3	4	-3	4	-6	0.3	11
CCOC(=O)c1c(C)n(Cc2ccco2)c2ccc(O)cc12	11	-4	11	-2	3	-17	13	-0.5	9
C=C1C(=O)[C@@]23C[C@H]4[C@@H]5[C@@]6(C)CCC[C@@]57[C@@H]2[C@@H](O)[C@@H]1C[C@H]3[C@H]7N4C6	8	47	22	-12	-4	100*	-4	1.8	44*
CCOC(=O)c1c(-n2c(C)cc(/C=C3\C(=O)NC(=O)N(C)C3=O)c2C)sc2c1CCCC2	41	-3	17	14	-1	11	8	1.0	-7
O=[N+]([O-])c1ccc(NCc2ccc(Cl)cc2)c2ccncc12	15	17	-2	14	-6	43	14	1.6	5

This is a subset. The share of hits here may be higher or lower than overall.
